Screens: PubChem BioAssay, several laboratories
HIF-2a block: inhibitors of HIF-2a. 0.72% of 360,000 active. inhibition, % at 18.8 µM. AID 624352. 786-0 RCC cells HIF-2a reporter, luciferase luminescence, overnight;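 active = inhibition of the luminescence signal of 40% or more relative to plate controls, in a single-dose primary screen at 18.75 µM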
Peg3 prom inh: inhibitors of Peg3 promoter | HeLa PEG-Prom luciferase reporter, luminescence, overnight | inhibition, % at 20 µM | 1.7% of 360,000 active;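 active = inhibition of at least 50% at 20 µM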
CaV13 ICDI inh: Primary screen for inhibitors of IQ motif and Ca2+-dependent inactivation inhibitor domain binding in CACNA1D, Förster resonance energy transfer in living cells, …. HEK cells, CFP/YFP FRET ICDI-IQ, plate reader, 10 min; percent FRET-ratio fall versus neutral wells. inhibition, % at 12.3 µM. 0.098% of 340,000 active. AID 743397;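 active = mean replicate inhibition of at least 30% and at least 1% of replicates passing that level; inconclusive = only one of the two criteria is met; inactive = neither criterion is met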;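 note: 0% = median of the neutral control wells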
PDI inh: PDI (human) enzyme inhibition; 0.052% of 350,000 active; inhibition, % at 10 µM; PDI insulin aggregation turbidity, A650, 90 min; P07237;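 active = mean inhibition across replicates of 30% or more, whatever share of single replicates reach that level; inconclusive = mean inhibition below 30% while every single replicate reaches 30%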;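 note: absorbance from insulin aggregation driven by PDI reduction with DTT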
Target sequence (P07237 whole entry, looked up): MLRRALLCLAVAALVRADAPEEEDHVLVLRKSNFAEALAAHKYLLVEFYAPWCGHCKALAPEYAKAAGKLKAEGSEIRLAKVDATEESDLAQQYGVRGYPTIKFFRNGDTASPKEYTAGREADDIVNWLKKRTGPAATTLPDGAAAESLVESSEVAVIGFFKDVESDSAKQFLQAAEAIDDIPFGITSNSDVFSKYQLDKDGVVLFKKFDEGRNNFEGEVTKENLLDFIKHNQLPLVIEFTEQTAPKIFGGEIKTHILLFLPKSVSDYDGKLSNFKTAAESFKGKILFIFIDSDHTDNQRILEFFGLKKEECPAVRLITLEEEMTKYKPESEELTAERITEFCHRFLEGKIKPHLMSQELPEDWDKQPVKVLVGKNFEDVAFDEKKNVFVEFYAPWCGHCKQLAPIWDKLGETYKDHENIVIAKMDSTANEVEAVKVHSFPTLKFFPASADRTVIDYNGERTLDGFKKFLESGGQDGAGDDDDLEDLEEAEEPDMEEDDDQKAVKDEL
NR2E3 ag-1: agonists of human nuclear receptor NR2E3. Q9Y5X4. 0.12% of 320,000 active. GST-NR2E3/biotin-RetCOR TR-FRET, 1536-well. AID 2300. inhibition of corepressor binding, % at 4.78 µM;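 active = percent inhibition above the cutoff of mean plus 3 SD of all tested compounds, set per screening campaign, cut at about 20% in these data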;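 note: 0% = DMSO wells and 100% = biotin wells as full block of FRET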
Target sequence (Q9Y5X4 whole entry, looked up): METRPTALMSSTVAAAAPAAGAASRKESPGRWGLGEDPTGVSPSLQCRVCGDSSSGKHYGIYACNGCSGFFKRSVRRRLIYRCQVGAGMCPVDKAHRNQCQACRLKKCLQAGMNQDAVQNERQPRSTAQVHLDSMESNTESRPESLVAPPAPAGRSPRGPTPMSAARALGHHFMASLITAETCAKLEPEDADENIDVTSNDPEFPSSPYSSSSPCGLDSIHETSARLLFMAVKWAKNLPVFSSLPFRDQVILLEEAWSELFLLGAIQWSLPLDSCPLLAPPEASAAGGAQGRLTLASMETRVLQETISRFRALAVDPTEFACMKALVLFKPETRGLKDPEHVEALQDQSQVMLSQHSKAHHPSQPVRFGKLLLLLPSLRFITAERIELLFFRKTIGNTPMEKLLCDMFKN
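System: GST-tagged NR2E3 plus biotinylated RetCOR corepressor; Buffer or medium: pH 7.5 Tris-based buffer; Probe or stimulus: RetCOR corepressor, biotinylated, 7 nM; Doses: compound at 4.8 µM, single dose; Schedule: 5 h incubation at 4 °C; Technique: time-resolved FRET; Evaluation: percent inhibition of TR-FRET ratio; Replication: one well per compound, singlicate testing.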
NR2E3 ag-2: agonists of human NR2E3 nuclear receptor; inhibition of corepressor binding, % at 3.98 µM; CHO-S Gal4-NCOR/VP16-NR2E3 two-hybrid, luciferase; AID 602229; 0.35% of 360,000 active;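 active = inhibition above the mean of all tested compounds plus 3 SD, cut at about 70% in these data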;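 note: 0% = DMSO with NR2E3 transfected cells and 100% = cells lacking NR2E3 construct; higher means lower luciferase signal from less NR2E3 corepressor binding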
Vif imaging: inhibitors of HIV Vif; AID 602346; 0.35% of 340,000 active; HEK293T cells, Vif self-association by quenched fluorescence, imaging, 24 h; inhibition, % at 7.49 µM; in the data active = inhibition above about 50%, passing the limit was not always enough; inconclusive = no clear call, values can overlap the other calls; inactive = below about 31%; note: some results filed as inactive read as strong as hits
Exocytosis inh: blocks lytic granule exocytosis | TALL-104 LAMP-1 surface exposure, flow cytometry; cells stimulated with thapsigargin and PMA | inhibition, % at 10 µM | 0.66% of 360,000 active;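 active = inhibition above about 55%, limit read from the data; inconclusive = no clear call, values can overlap the other calls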
TRPM1 prom inh: MITF TRPM1 promoter inhibition in SK-MEL-5 cells. SK-MEL-5 TRPM1 promoter luciferase, 24 h. inhibition, % at 12.5 µM. 0.83% of 330,000 active;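 active = mean inhibition across replicates of 60% or more, whatever share of single replicates reaches that level; inconclusive = some that reach 60%, reason not given; inactive = mean inhibition across replicates below 60%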; note: values of inactives mirror those of a sister screen read the other way
aDG glyco up: alpha-DG glycosylation activation. AID 624168. 0.22% of 360,000 active. activation, % at 10 µM. Pro5-aDG cells, alpha-DG glycosylation AlphaScreen (IIH6); 0% Pro5, 100% B10-LARGE cell signal;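 active = activation of at least 8% versus controls, or a plate z-score of at least 8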;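 note: Pro5 are CHO cells carrying HIG-tagged alpha-DG that lacks glycosylation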
iPSC survival up: enhancers of human iPSC single-cell survival. 0.044% of 360,000 active. hiPSC single-cell survival, ATPlite luminescence; 100% = ROCK inhibitor wells, 0% = DMSO. survival enhancement, % at 20 µM. AID 602274; in the data active = survival enhancement above about 18%;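 note: cells exposed to compounds for 16 hours before the ATP read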
* marks the source's active call; other numbers are inactive results; u = inconclusive; x = not tested or not shown. Rows are unselected; 3.5% or so of the library scored in one or more.

SMILES	HIF-2a block	Peg3 prom inh	CaV13 ICDI inh	PDI inh	NR2E3 ag-1	NR2E3 ag-2	Vif imaging	Exocytosis inh	TRPM1 prom inh	aDG glyco up	iPSC survival up
COC(=O)c1ccc(N2CCN(CC(=O)c3ccc(C)cc3)CC2)c([N+](=O)[O-])c1	-26	-13	-6	-7	4	-23	0	u	20	0.0	0.1
Cc1cc(C)c(NC(=O)CC(=O)c2ccccc2)c(Cl)c1	-169	-106	-19	-2	2	-35	13	1	-33	0.2	-0.4
CC(O)Cn1ccccc1=N (configuration not stated)	5	17	x	0	0	1	x	0	6	-0.1	3.0
O=C(Nc1ccc(OC(=O)c2ccccc2)c(-c2nc3ccccc3s2)c1)c1ccccc1	3	5	-3	-1	0	-27	-7	-2	2	0.2	-0.3
COc1ccccc1NC(=O)C(=O)c1cn(CC(=O)N2CCCC2)c2ccccc12	-198	-173	-3	-1	-1	-60	1	0	-31	-0.3	-0.5
COc1ccc(N2CC(C(=O)Nc3ccccc3C(=O)NC3CC3)CC2=O)cc1 (configuration not stated)	6	7	-2	-6	5	9	8	-3	-8	0.1	0.0
O=C(OCc1ccc(F)cc1Cl)c1ccccn1	-12	-5	-4	-7	4	4	x	2	4	-0.1	0.9
CC(=O)OCC(=O)Nc1ccc(SC(F)F)cc1	3	-6	-4	19	2	8	-5	-2	-4	-0.3	0.9
Fc1cccc(NC(=S)Nc2ccc(Br)cc2)c1	-172	-130	x	-4	0	-5	-17	-5	-32	-0.1	2.1
Cc1cccc(NC(=O)CSc2ccc(-c3ccccn3)nn2)c1C	-12	-15	-4	-6	2	-22	-3	0	-3	0.1	0.1
CCCC(=O)Nc1cc(C(=O)O)ccc1S(=O)(=O)c1ccc(Cl)cc1	-2	11	-5	-5	1	-2	-9	1	-8	0.4	-0.2
Cc1c(Br)c([N+](=O)[O-])nn1C(C)C(=O)Nc1nccs1 (configuration not stated)	9	21	-5	-4	3	10	1	0	-13	0.0	-1.9
CC(/C=C/c1ccc2c(c1)OCO2)=N\NC(=O)COc1ccccc1C	0	3	-3	-11	1	-12	7	-2	-11	-0.1	0.4
O=C(NC(NC(=O)c1ccccc1)c1cccc([N+](=O)[O-])c1)c1ccccc1	17	13	-5	7	-3	-9	-8	2	-9	0.1	-1.5
Cc1ccc(F)cc1NC(=O)c1c(-c2ccccc2)noc1C	3	1	3	2	-2	-18	-9	0	-7	0.1	-0.1
O=C(CCNS(=O)(=O)c1ccccc1)NNC(=O)COc1ccccc1F	-2	5	-2	-8	x	-6	-5	-4	-3	0.0	2.1
COc1cccc(C2c3[nH]c4ccccc4c3CCN2CCCn2cccn2)c1 (configuration not stated)	12	5	-3	-1	3	-2	0	0	15	-0.2	-0.2
COc1ccccc1NC(=O)Cc1nnc(SCC(=O)NC2CCCC2)n1C	16	12	-4	-7	-1	-20	-3	-4	5	0.1	0.0
COC(=O)[C@@]12CCCN1[C@H](c1ccc(-c3ccc4c(c3)OCO4)cc1)[C@H]1C(=O)N(C)C(=O)[C@H]12	0	14	-10	4	x	5	0	3	-4	-0.2	1.8
Cc1ccc(-n2c(=O)cc(N3CCCCCC3)[nH]c2=O)cc1	-18	-22	-10	x	0	-3	7	-15	x	-0.2	-0.4
CCOc1ccc(N2C(=O)/C(=C/c3cccs3)N(C)C2=S)cc1	17	4	-15	7	-3	4	-2	1	-2	-0.2	5.4
Cc1cccc(NC(=O)CSc2nc3ccccc3c(=O)n2C)c1C	6	19	-11	3	x	81*	-39	0	x	4.4	-2.5
COc1ccc(OC2CCN(S(=O)(=O)c3ccc(C(C)=O)cc3)CC2)cc1	6	-2	-4	-2	0	-16	-18	-3	2	0.2	-0.2
Cn1nc(C(F)(F)F)c(-c2cccc(C(F)(F)F)c2)c1NC(=O)Nc1ccc(F)cc1	18	34	-2	-2	3	11	-9	3	x	0.2	-0.3
O=[N+]([O-])c1ccc(Cl)c(S(=O)(=O)Nc2cccc(S(=O)(=O)NC3=NCCC3)c2)c1	24	9	-2	1	x	0	2	1	19	0.2	2.7
CNc1oc(Cc2ccccc2)nc1S(=O)(=O)c1ccccc1	14	6	x	-1	-2	-2	5	-1	2	-0.1	0.3
COc1ccc(/C=C/C(=O)NC(=S)Nc2ccc(S(=O)(=O)N=C(N)N)cc2)cc1OC	11	17	-4	13	-6	15	-3	-17	-3	0.0	0.3
COc1ccc(S(=O)(=O)N2CCOCC2)cc1NC(=O)CSc1nnnn1C1CC1	3	10	-16	8	0	-15	13	-2	x	0.2	-0.5
COc1ccc(C(=O)/C=C/c2ccc(OC3CSC3)cc2)cc1	-12	20	-3	11	-3	3	-2	-5	11	0.3	-0.2
COc1ccc(N2CCN(C(=O)CN(C)S(=O)(=O)c3cnc[nH]3)CC2)cc1	20	17	-3	4	-1	-18	0	0	-2	-0.1	-0.1
C=CCOc1c(Br)cc(/C=N/NC(=O)Cc2ccc(C(F)(F)F)cc2[N+](=O)[O-])cc1OC	10	36	-6	5	7	-10	-18	0	4	-0.1	-0.6
COc1ccc(-c2nnc(OC)c3ccccc23)cc1	-5	-9	-5	4	2	4	-2	2	11	-0.1	0.0
COCC(=O)Nc1ccccc1C(=O)NC(C)C	19	0	-10	-5	2	-17	22	-1	-3	-0.2	-0.5
COc1ccccc1N1C(=NC(=O)C(C)Oc2ccccc2)SC2CS(=O)(=O)CC21 (configuration not stated)	5	-12	-2	-2	5	3	-6	-3	-10	0.1	0.0
S=C(NCc1cccs1)Nc1ccccc1Cl	-19	-16	-3	0	-1	-7	-2	-1	-3	0.1	-1.9
COC(=O)C1=C(N)Oc2cc(C)oc(=O)c2C1c1cccnc1 (configuration not stated)	11	0	-4	8	-2	-19	-11	1	1	-0.3	0.2

Twelve successive records from above, for reference:
SMILES	HIF-2a block	Peg3 prom inh	CaV13 ICDI inh	PDI inh	NR2E3 ag-1	NR2E3 ag-2	Vif imaging	Exocytosis inh	TRPM1 prom inh	aDG glyco up	iPSC survival up
O=[N+]([O-])c1ccc(Cl)c(S(=O)(=O)Nc2cccc(S(=O)(=O)NC3=NCCC3)c2)c1	24	9	-2	1	x	0	2	1	19	0.2	2.7
CNc1oc(Cc2ccccc2)nc1S(=O)(=O)c1ccccc1	14	6	x	-1	-2	-2	5	-1	2	-0.1	0.3
COc1ccc(/C=C/C(=O)NC(=S)Nc2ccc(S(=O)(=O)N=C(N)N)cc2)cc1OC	11	17	-4	13	-6	15	-3	-17	-3	0.0	0.3
COc1ccc(S(=O)(=O)N2CCOCC2)cc1NC(=O)CSc1nnnn1C1CC1	3	10	-16	8	0	-15	13	-2	x	0.2	-0.5
COc1ccc(C(=O)/C=C/c2ccc(OC3CSC3)cc2)cc1	-12	20	-3	11	-3	3	-2	-5	11	0.3	-0.2
COc1ccc(N2CCN(C(=O)CN(C)S(=O)(=O)c3cnc[nH]3)CC2)cc1	20	17	-3	4	-1	-18	0	0	-2	-0.1	-0.1
C=CCOc1c(Br)cc(/C=N/NC(=O)Cc2ccc(C(F)(F)F)cc2[N+](=O)[O-])cc1OC	10	36	-6	5	7	-10	-18	0	4	-0.1	-0.6
COc1ccc(-c2nnc(OC)c3ccccc23)cc1	-5	-9	-5	4	2	4	-2	2	11	-0.1	0.0
COCC(=O)Nc1ccccc1C(=O)NC(C)C	19	0	-10	-5	2	-17	22	-1	-3	-0.2	-0.5
COc1ccccc1N1C(=NC(=O)C(C)Oc2ccccc2)SC2CS(=O)(=O)CC21 (configuration not stated)	5	-12	-2	-2	5	3	-6	-3	-10	0.1	0.0
S=C(NCc1cccs1)Nc1ccccc1Cl	-19	-16	-3	0	-1	-7	-2	-1	-3	0.1	-1.9
COC(=O)C1=C(N)Oc2cc(C)oc(=O)c2C1c1cccnc1 (configuration not stated)	11	0	-4	8	-2	-19	-11	1	1	-0.3	0.2

More compounds follow:
SMILES	HIF-2a block	Peg3 prom inh	CaV13 ICDI inh	PDI inh	NR2E3 ag-1	NR2E3 ag-2	Vif imaging	Exocytosis inh	TRPM1 prom inh	aDG glyco up	iPSC survival up
COc1ccc(OCCC(=O)OCC(=O)Nc2cccc(S(=O)(=O)N3CCCCC3)c2)cc1	5	13	-6	3	x	-20	u	2	-11	0.3	-1.6
COc1cc(NC(=O)CCCNC(=O)c2ccc(Cl)cc2)cc(OC)c1OC	4	-3	-2	8	1	-25	8	-1	4	0.0	0.1
CCOC(=O)c1cccc(N2C(N)=NC(N)=NC2(C)C)c1	20	6	x	-3	0	-1	15	17	7	-0.4	-2.7
CC12CCC(O)CC1=CCC1C2CCC2(C)c3[nH]ncc3CC12 (configuration not stated)	-8	26	-5	10	x	-14	18	22	10	0.2	0.4
Cc1c(Cl)cccc1NC(=S)NC(=O)c1cncc(Br)c1	-16	-12	-3	0	1	4	-1	-5	-6	0.1	-0.4
O=C(Nc1cccc(-c2ccc(N3CCCCC3)nn2)c1)C(F)(F)F	74*	77*	-5	-5	1	-15	-3	-6	62*	-0.2	-0.6
Cc1cc(NC(=O)CCC(=O)N(c2ccccc2C)C(C(=O)NC2CCCC2)c2ccccc2)no1 (configuration not stated)	7	22	-8	1	1	-2	-10	-24	3	0.0	2.4
O=C1NC(=S)N/C1=C/c1cccc([N+](=O)[O-])c1	-11	-6	-4	-4	2	-11	1	-2	-4	0.0	-3.6
COc1ccccc1C(=O)COC(=O)COc1ccc(C#N)cc1	4	10	-5	5	x	-15	-5	-1	1	-0.3	0.4
O=C1CC(N2CCN(c3cccc(C(F)(F)F)c3)CC2)C(=O)N1c1ccccc1F (configuration not stated)	18	18	-5	-4	2	-31	-14	3	-4	-0.1	-0.8
Cn1c(NC(=O)C[n+]2cc(-c3ccc(Cl)cc3)n3c2CCC3)cc(=O)n(C)c1=O	12	10	-15	3	0	15	-17	3	8	0.9	0.6
CCOC(=O)N1CCN(Cc2nc3cc(NC(=O)C(C)C)ccc3n2CC)CC1	10	22	-4	-12	0	-1	-5	1	6	0.0	1.1
COCCn1c(C)cc(C(=O)COC(=O)CNC(=O)c2ccco2)c1C	12	12	-2	-6	4	12	-8	4	1	-0.1	1.4
COc1ccc(CCN(C)Cc2ccc(OCc3ccccc3)c(OC)c2)cc1OC	1	-13	-8	-4	-2	-22	-2	3	-21	1.1	-0.1
S=C(Nc1ccc2nccnc2c1)N1CCOCC1	-138	-146	-5	6	2	-59	x	-4	-36	-0.2	-1.1
c1ccc(CSc2nnc(-c3cccnc3)o2)cc1	-174	-179	x	0	2	-37	-6	-2	-48	0.1	6.7
COc1ccc(N(CCC(=O)O)S(=O)(=O)c2ccc(C)c(C)c2)cc1	-5	-7	-2	4	-3	14	-5	-1	-10	0.0	-0.4
